# HTT aggregate: qHTS Multiplex Assay to Identify Dual Action Probes in a Cell Model of Huntington: Aggregate Formation (GFP); PC12 HttQ103-GFP aggregates, Acumen cytometry, 40 h; Potency, µM (top dose mostly 46.1 µM), inactives show at the highest dose activity change, negative = inhibition, hits mostly inhibitors; 1.1% of 220,000 active; AID 1688, 2009; also: % is scaled to controls: 0 for no effect and ±100 for the full control effect; nearly all actives have a fitted effect of over 60% in size
#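 Read-out: GFP aggregate count by laser scanning cytometer (488 nm excitation, 500-530 nm emission, 1–25 µm objects >6 SD above background). Cells: PC12, inducible HTTex1-Q103-GFP, 100 nM tebufenozide; compounds titrated.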
# HTT cytoprotect: qHTS Multiplex Assay to Identify Dual Action Probes in a Cell Model of Huntington: Cytoprotection (ATP). 0.14% of 230,000 active. AID 1471, 2008. PC12 HTT-Q103 induced, cytoprotection, ATP luminescence, 40 h. Potency, µM (top dose mostly 56.4 µM), for the others: cytoprotection (ATP increase), usual class: activators;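 also: % of control where 0% means no effect; nearly all actives have a fitted effect of over 45% in size; toxic huntingtin expression switched on by the ecdysone agonist tebufenozide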
#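 Cells were plated at 1500 per well in phenol red-free DMEM with 5% equine and 5% calf serum. Tebufenozide (100 nM final) and compounds were added, then ATPlite reagent, and luminescence was read.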
# GAA glycogen mod: qHTS Assay for Inhibitors and Activators of Human alpha-Glucosidase Cleavage of Glycogen. recombinant GAA, glycogen substrate, Amplex Red glucose oxidase fluorescence. Lysosomal alpha-glucosidase (Homo sapiens), P10253. 0.38% of 300,000 active. Potency, µM (doses to about 76.4 µM), for inactives: top-dose activity change, negative = inhibition, most hits filed as inhibitors;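 also: 0% = full enzyme reaction and -100% = no-enzyme basal signal; the screen sought inhibitors and activators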
#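 Recombinant human enzyme (4 nM); glycogen substrate; 37 C, 40 min, pH 5.0. Readout: coupled glucose oxidase/Amplex Red fluorescence.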
# GAA spleen mod: qHTS Assay for Inhibitors and Activators of Human alpha-Glucosidase From Spleen Homogenate; Lysosomal alpha-glucosidase (Homo sapiens), P10253; human spleen homogenate, 4-MU-alpha-glucoside fluorescence; Potency, µM (top dose mostly 79.9 µM), without a hit: at the highest dose activity change, negative = inhibition, hits mostly inhibitors; 0.006% of 240,000 active;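 also: 0% = enzyme with vehicle and -100% = no enzyme basal signal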
#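 Human spleen homogenate (1 ug) with 4-methylumbelliferyl-alpha-D-glucopyranoside (1 mM final) in 50 mM citrate/phosphate pH 5.0, 0.01% Tween-20; 40 min at 37 C. Stopped at pH 10; 4-MU fluorescence Ex 365/Em 440 nm; AC50 by Hill fit.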
# GAA inhib: qHTS Assay for Inhibitors of Human alpha-Glucosidase as a Potential Chaperone Treatment of Pompe Disease | Lysosomal alpha-glucosidase (Homo sapiens), P10253 | 0.005% of 200,000 active | purified human GAA, 4-MU-alpha-glucoside fluorescence | AID 1466, 2008 | Potency, µM (series often up to 76.9 µM), inactives show at the highest dose activity change, negative = inhibition, actives largely listed as inhibitors;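 also: plate controls were uninhibited enzyme wells for no effect and no-enzyme background for full effect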
#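 Compounds are titrated up to 77 uM against 4 nM human enzyme. Substrate 4-methylumbelliferyl-alpha-D-pyranoside (400 uM) reacts 20 min at room temperature in pH 5.0 buffer; liberated 4-methylumbelliferone is read at 440 nm.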
# IMPase Li cell: qHTS Assay for Identifying the Cell-Membrane Permeable IMPase Inhibitors: Potentiation with Lithium. CHO-M1 cells, IP1 TR-FRET (IP-One), carbachol + lithium. Potency, µM (highest dose often 59.4 µM), inactives show at the highest dose activity, negative = IMPase inhibition, hits mostly inhibitors. 0.35% of 210,000 active. AID 1457, 2008;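 also: IP1 builds up when IMPase is blocked and the TR-FRET signal falls; plate controls were basal vehicle for no effect and high inhibitor control for full effect; nearly all actives have a fitted effect of over 50% in size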
#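 Lithium-sensitised IP1 accumulation assay; M1-expressing CHO cells treated 30 min at 37C with compound. Competitive antibody detection by time-resolved FRET followed a 10 min room-temperature lysis step.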
# RGS12 GoLoco inh: qHTS Assay for Inhibitors of RGS12 GoLoco Motif Activity (Red Fluorophore) | Guanine nucleotide-binding protein G(i) subunit alpha-1 (Homo sapiens), P63096 | Gai1:RGS12 GoLoco peptide FP, rhodamine, 10 min | Potency, µM (highest dose often 61.6 µM), inactives show at the highest dose activity, negative = inhibition, actives largely listed as inhibitors | 0.44% of 230,000 active | AID 880, 2007; active = well fitted inhibition curve with a large enough effect, not every such curve was filed as active; inactive = no such curve, though single readings can be large or run the other way; also: % is scaled to controls: 0 for no effect and ±100 for the full control effect; nearly all actives have a fitted effect of over 30% in size; many of its hits are not listed in these tables
# Target sequence (P63096 whole entry, looked up): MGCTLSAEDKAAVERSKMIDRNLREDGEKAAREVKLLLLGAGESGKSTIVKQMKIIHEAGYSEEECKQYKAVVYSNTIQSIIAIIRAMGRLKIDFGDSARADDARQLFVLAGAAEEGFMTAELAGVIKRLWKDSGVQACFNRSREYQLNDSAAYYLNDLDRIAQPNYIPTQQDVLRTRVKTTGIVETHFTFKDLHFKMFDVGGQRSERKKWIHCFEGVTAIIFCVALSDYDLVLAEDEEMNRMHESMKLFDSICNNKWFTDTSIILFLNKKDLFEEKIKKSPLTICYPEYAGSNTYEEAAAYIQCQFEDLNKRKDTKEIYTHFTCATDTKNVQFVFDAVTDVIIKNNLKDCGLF
# Numbers without * were called inactive; ? = inconclusive; nt = not tested or not shown; & = joins results of further samples; [ ] = dose if it differs, or a comment. Unless noted, calls follow the shape of the dose curve; as a rule, active = well fitted curve in the direction sought with a large enough effect; inconclusive = small, poorly fitted or top-dose-only effect, or another doubt; inactive = no such curve, though single readings can be large; an effect the other way counts as inactive or inconclusive. Potency is read from the fitted curve at half-maximal effect.
Molecule,HTT aggregate,HTT cytoprotect,GAA glycogen mod,GAA spleen mod,GAA inhib,IMPase Li cell,RGS12 GoLoco inh
CCC(C(=O)Nc1cc(Cl)ccc1OC)c1ccccc1 (centres undefined),-20%,nt,13%,1%,-27%,4%,-9%
Cc1nc2ccccn2c1-c1ccnc(SCc2ccc(Cl)cc2)n1,-33%[9.22 µM],-20%[10 µM],6%,3%,-6%[15.4 µM],nt,-21%
CCCn1c(SCC(=O)N2CCN(c3ccc(OC)cc3)CC2)nc2c1c(=O)n(C)c(=O)n2C,-22%,-3%[10 µM],0%,6%,-1%,20%[38.3 µM],-1%
COc1ccccc1OCC(=O)Nc1ccc(-c2nnc(-c3ccco3)o2)cc1,-15%[9.22 µM],?,23%,6%,?,3%,11%
O=C(COC(=O)C1CC(=O)N(c2ccccc2)C1)c1ccccc1 (centres undefined),-19%,-18%[10 µM],4%,2%,-6%,18%[38.3 µM],5%
CCOc1ccccc1C1C(C(N)=O)=C(C)Nc2nc(-c3ccc(OC)cc3)nn21 (centres undefined),-8%,-23%,-19%,0%,8%,-8%[38.3 µM],18%
COc1ccc(OC)c(NC(=O)C2C3CCC(O3)C2C(=O)O)c1 (centres undefined),-8%,-28%,-12%,-5%,-5%,3%[38.3 µM],-13%
COc1ccc(Br)cc1CNc1ccc(S(N)(=O)=O)cc1,16%,-3%[10 µM],-6%,-4%,-8%,11%,12%
O=C(CSc1c[nH]c2ccccc12)NCc1ccc2c(c1)OCO2,-4%,0%[10 µM],-1%,1%,4%,8%[38.3 µM],-5%
CC1CCCCC1n1c(-c2cccnc2)n[nH]c1=S (centres undefined),-1%,-1%,-23%,8%,4%,-1%,7%
COc1ccccc1C1(CC(=O)N2CCOCC2)CCOC(C(C)C)C1 (centres undefined),1%[9.22 µM],2%,-2%,-2%,6%,-2%[38.3 µM],12%
Cc1nnc(SC2CC(=O)N(c3ccccc3)C2=O)s1 (centres undefined),?,-3%[1.9 µM],0%,-3%,0%,11%,34%[activator]
Cn1c(SCC(=O)Nc2ccccc2)nc(O)cc1=O,2%,-6%[10 µM],-7%,-5%,?,2%[38.3 µM],1%
COC(=O)c1c(N)n(CCCN2CCOCC2)c2nc3ccccc3nc12,6%,-13%,-3%,?,?,-11%[38.3 µM],-12%
O=C(Cl)c1c(Cl)cccc1Cl,nt,12%,nt,8%,nt,-5%,1%
COc1ccc(C2(CNC(=O)c3ccc(C)cc3)CCOCC2)cc1,23%,-36%,-4%,-6%,?,5%,6%
Cc1cccc(OCC(=O)Nc2sc3c(c2C#N)CCC3)c1,15%,10%[10 µM],3%,-3%,2%,48%[activator][38.3 µM],-3%
CCOC(=O)c1cc(-c2ccc(OC)cc2)n[nH]1,-12%[9.22 µM],-15%[10 µM],-4%,-8%,nt,nt,4%
O=C1C(Cc2ccccc2O)NC(=S)N1c1ccccc1 (centres undefined),15%[9.22 µM],-4%[10 µM],-11%,2%,nt,nt,-4%
O=S1(=O)C=CC(N2CCOCC2)C1 (centres undefined),-4%,6%[10 µM],4%,-10%,3%,48%[activator][38.3 µM],0%
CC(C)(C)C(=O)N=C1SC2CS(=O)(=O)CC2N1c1ccc2c(c1)OCO2 (centres undefined),-15%,-15%,4%,-6%,-7%,20%[38.3 µM],4%
Cc1cc(=O)oc2c1ccc1oc(/C(=N/O)c3ccccc3)c(C)c12,?,-27%[10 µM],-7%,-4%,-22%,47%[activator][38.3 µM],14%
Cc1nc2ccccc2c(=O)n1Nc1cccc(Cl)c1,7%,25%[10 µM],4%,13%,3%,-2%,-9%
Cc1cccc(C(=O)NC(=S)NNC(=O)c2cccs2)c1,-2%,nt,?,-5%,3%,-5%,7%
O=C(c1nc2ccccn2c1CN1CCN(c2ccccc2O)CC1)N1CCCC1,11%[9.22 µM],22%[10 µM],?,7%,-4%,0%,11%
Cc1ccc(S(=O)(=O)N2CCC(C(=O)N[C@@H](C)C(=O)NCC3CCCO3)CC2)cc1 (some centres undefined),-3%,0%,-4%,-1%,-1%,-2%,-1%
COc1ccccc1C(=O)NNC(=O)c1ccc(NC(=O)CC(C)C)cc1,19%[9.22 µM],16%[10 µM],9%,7%,nt,-3%,5%
Cc1ccc(OC(C)C(=O)N2CCc3ccccc32)cc1 (centres undefined),9%,?,-13%,-5%,-3%,22%[38.3 µM],1%
COc1ccc(-c2ccc(OC)c([C@H]3[C@H]4C=CC[C@@H](C)[C@@H]4C(=O)N3Cc3ccccc3)c2)cc1,-2%[9.22 µM],8%[10 µM],2%,2%,nt,nt,3%
Cc1nc2n(n1)CC(O)CS2 (centres undefined),-17%,-1%[10 µM],10%,-6%,-1%,-3%[38.3 µM],3%

# Overlap with the part before: two entries, then new ones.
Molecule,HTT aggregate,HTT cytoprotect,GAA glycogen mod,GAA spleen mod,GAA inhib,IMPase Li cell,RGS12 GoLoco inh
COc1ccc(-c2ccc(OC)c([C@H]3[C@H]4C=CC[C@@H](C)[C@@H]4C(=O)N3Cc3ccccc3)c2)cc1,-2%[9.22 µM],8%[10 µM],2%,2%,nt,nt,3%
Cc1nc2n(n1)CC(O)CS2 (centres undefined),-17%,-1%[10 µM],10%,-6%,-1%,-3%[38.3 µM],3%
Cc1nc(C)c(C)nc1C,nt,nt,2%,6%,2%[15.4 µM],nt,12%
CCc1ccccc1NC(=O)CN(C)C(=O)Cn1ncc(Cl)c(Cl)c1=O,?,-2%[10 µM],-2%,1%,6%,-7%,-14%
COc1ccc(/C=C/C(=O)c2ccc(OC)cc2OC)cc1,12%,?,-14%,-15%,nt,-7%,1%
Nc1nc(SCC(=O)Nc2ccc(Cl)c(S(=O)(=O)N3CCOCC3)c2)n[nH]1,-7%[9.22 µM],21%[10 µM],1%,-1%,-10%,nt,9%
COc1cccc(-c2cc(C(=O)N3CCCc4ccccc43)no2)c1,21%,10%[10 µM],0%,-7%,-14%,33%[activator][38.3 µM],12%
CCOC(=O)c1cncc(C#CCO)c1,6%[9.22 µM],6%[10 µM],-4%,8%,3%,nt,6%
CC(/C=C/C(=O)NO)=C\[C@@H](C)C(=O)c1ccc(N(C)C)cc1,nt,-175%&-197%[inhibitor],nt,-7%&11%,nt,23%&-5%,-9%&11%
CCN1CCN(C(=S)c2ccc(OCC(=O)N3CCOCC3)cc2)CC1,7%,30%,-10%,5%,-4%,-35%[38.3 µM],10%
COc1ccc(NC(=O)CN2C(=O)CSC(C)C2=O)c(OC)c1 (centres undefined),10%,-9%[10 µM],12%,-7%,-2%,-9%,15%
CCOc1ccc(NC(=O)N2CCC(n3nnc4cc(C)ccc43)CC2)cc1,-10%,2%[10 µM],6%,5%,-2%,5%,-1%
CCOC(=O)c1cc2c(ccn2C)n1CC(=O)N1CCCC(C)C1 (centres undefined),17%,-16%,0%,-21%,-1%,1%[38.3 µM],9%
Cc1cccc(NC(=O)c2nc[nH]c2C(=O)N[C@@H](CC(C)C)C(=O)OCc2ccccc2)c1,-21%[9.22 µM],22%[10 µM],-19%,-5%,nt,nt,5%
Cc1nc(C(=O)NNC(=O)c2ccc(Cl)cc2)cs1,-9%[9.22 µM],-3%[10 µM],5%,4%,nt,nt,4%
O=C(NC(NC(=S)Nc1c(Cl)cccc1Cl)C(Cl)(Cl)Cl)c1cccc([N+](=O)[O-])c1 (centres undefined),-30%,nt,-2%,-4%,?,13%,0%
O=C(NC1CCCCC1)N1CCCC(c2nc3ccccc3[nH]2)C1 (centres undefined),-9%,0%[10 µM],3%,0%,-14%,17%[38.3 µM],-8%
Cc1ccc(N(C(=O)C2CCC(=O)N2)C2(C(=O)NC3CCCC3)CCCCC2)cc1 (centres undefined),13%,4%,9%,-7%,9%,30%[38.3 µM],-3%
Cc1cc(NC(=O)CSc2ccc3c(c2)OCCO3)no1,0%,10%[10 µM],-1%,-3%,?,12%[38.3 µM],-11%
CS(=O)(=O)OCCCCOS(C)(=O)=O,-10%,21%&-78%&-22%&-31%,nt,2%&10%&5%,nt,3%&0%&9%,9%&6%&-1%&13%
NC(=NCCc1c[nH]c2ccccc12)NS(=O)(=O)c1cc(F)ccc1F,16%,0%[10 µM],6%,1%,1%,2%,9%
O=C(Nc1nc(-c2nc3ccccc3s2)cs1)c1ccc(S(=O)(=O)N2CCOCC2)cc1,2%,-19%,1%,-7%,-4%,nt,nt
O=C(Nc1ccc(N2CCOCC2)c(S(=O)(=O)Nc2ccc(Cl)cc2)c1)c1cnccn1,-15%[9.22 µM],2%[10 µM],-3%,10%,-5%,nt,-11%
COC(=O)CSc1nnnn1-c1ccccc1,4%,12%,6%,-2%,-9%,-11%[38.3 µM],3%
COc1ccc(CCNC(=O)CCn2c(SCC#N)nc3ccccc3c2=O)cc1OC,1%,15%,-5%,-4%,2%,-20%[38.3 µM],5%
Cc1cc(NCCNC2=CC(=O)CCC2)nc2ccccc12,-2%,5%[10 µM],2%,-2%,-1%,5%,-13%
CCC(Sc1nc2cc3c(cc2c(=O)n1Cc1ccco1)OCO3)C(=O)NCCOC (centres undefined),0%,-18%,-12%,3%,1%,3%[38.3 µM],0%
Cc1cc(C)c2nc(-c3ccccn3)cc(C(=O)Nc3ccc(S(=O)(=O)Nc4cc(C)on4)cc3)c2c1,19%,-29%,3%,-7%,-9%,10%[38.3 µM],51%[activator]
CCCOc1ccc(OCC(=O)c2[nH]c(C)c(C(C)=O)c2C)cc1,8.9µM*,-6%,-6%,-4%,-3%,14%[38.3 µM],17%
CCOC(=O)Cn1cnc2c(nnn2-c2ccc(C)cc2)c1=O,15%,1%,-5%,-2%,5%,13%[38.3 µM],-5%
CN(C)C(=O)CSc1nc2ccccc2c(=O)[nH]1,13%,3%,8%,1%,0%,16%[38.3 µM],6%

# High-throughput results deposited in PubChem BioAssay by National Center for Advancing Translational Sciences (NCATS).

# A portion of the library (hit frequency here may not be typical).
